NRP1-CendR mod: modulators of CendR peptide binding to NRP-1, primary screen, biochemical, fluorescence polarization, uHTS; FAM-RPARPAR peptide binding to NRP-1; inhibition, % at 25 µM; actives 0.85% (n = 360,000);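 active means inhibition or corrected inhibition above about 18%, plus a signal ratio from 0.5 to 1.5, limit read from the data, passing the limit was not always enough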; further: strong numbers were not always called active
Rin1 Abl inh: inhibitors of Rin1-Abl protein binding, primary screen, biochemical, TR-FRET. Tyrosine-protein kinase ABL1 (Homo sapiens) + Ras and Rab interactor 1 (Homo sapiens), …. inhibition, % at 7.35 µM. actives 0.4% (n = 360,000). AID 588664, 2011; in the data active means inhibition above about 5%, passing the limit was not always enough
MsrA inhibitor: bovine MsrA enzyme inhibitors, primary screen, biochemical, absorbance, HTS; inhibition, % at 15.5 µM; AID 651718, 2012; Methionine sulfoxide reductase A (Bos taurus); actives 0.75% (n = 360,000); purified bovine MsrA, absorbance read-out; in the data active means inhibition above about 4.5%;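 further: 0% = vehicle wells with enzyme and 100% = reference inhibitor wells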
MT1-MMP act inh: blockers of MT1-MMP proenzyme processing, primary screen, HT1080 RFP-PRO-GFP cells, GFP/RFP fluorescence; Matrix metalloproteinase-14 (Homo sapiens), P50281; GFP/RFP ratio fluorescence, overnight; percent of plate control window, DMSO zero; GFP/RFP ratio change, % at 20 µM; actives 0.061% (n = 360,000);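 active means GFP/RFP ratio change of at least 30% with cell ATP level not reduced by more than half and red fluorescence within 50% of control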; further: strong numbers were not always called active
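Assay system – RFP-PRO-GFP reporter HT1080 cells · Compound dosing – single dose of 20 µM compound, 1% DMSO final · Incubation – overnight compound exposure at 37 °C · Measure – GFP/RFP fluorescence ratio · Benchmarks – DMSO wells and RFP-L50D-GFP cells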
MsrA act: bovine MsrA enzyme activators, primary screen, biochemical, absorbance, HTS | activation, % at 10.6 µM | AID 602163, 2012 | actives 0.3% (n = 360,000) | purified bovine MsrA, absorbance read-out; in the data active means activation above about 7.5%;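 further: 0% = vehicle and 100% = reference activator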
eLon inh: inhibitors of E. coli Lon protease, primary screen, biochemical, fluorescence polarization. P0A9M0. purified E. coli Lon protease. inhibition, % at 7.94 µM. actives 0.42% (n = 360,000); in the data active means inhibition above about 13%, passing the limit was not always enough;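 further: 0% = enzyme with probe and DMSO and 100% = no enzyme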
Target sequence (P0A9M0 whole entry, looked up): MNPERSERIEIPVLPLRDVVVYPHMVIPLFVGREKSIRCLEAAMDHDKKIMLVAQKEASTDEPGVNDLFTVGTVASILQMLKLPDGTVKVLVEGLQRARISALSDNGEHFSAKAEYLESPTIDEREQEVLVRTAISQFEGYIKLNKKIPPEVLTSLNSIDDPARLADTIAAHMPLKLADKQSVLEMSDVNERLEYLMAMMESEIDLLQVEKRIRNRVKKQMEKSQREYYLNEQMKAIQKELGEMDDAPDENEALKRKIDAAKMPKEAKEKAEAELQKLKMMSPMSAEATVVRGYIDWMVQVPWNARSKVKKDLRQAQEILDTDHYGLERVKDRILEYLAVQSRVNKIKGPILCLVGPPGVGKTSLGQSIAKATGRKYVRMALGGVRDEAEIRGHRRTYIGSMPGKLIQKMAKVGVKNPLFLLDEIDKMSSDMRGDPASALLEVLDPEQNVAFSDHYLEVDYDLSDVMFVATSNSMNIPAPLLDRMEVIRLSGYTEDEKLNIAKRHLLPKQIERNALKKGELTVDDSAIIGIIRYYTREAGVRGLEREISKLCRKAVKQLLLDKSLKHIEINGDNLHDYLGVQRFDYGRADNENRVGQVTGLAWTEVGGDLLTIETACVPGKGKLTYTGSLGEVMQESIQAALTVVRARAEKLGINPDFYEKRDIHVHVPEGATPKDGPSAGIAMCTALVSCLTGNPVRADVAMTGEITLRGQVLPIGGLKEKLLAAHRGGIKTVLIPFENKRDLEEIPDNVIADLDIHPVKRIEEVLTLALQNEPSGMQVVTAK
SKN-1 block: suppressors of acrylamide-induced Pgst-4::GFP reporter in worms, primary screen, SKN-1 inhibitor project, whole organism, uHTS, GFP/RFP fluorescence ratio, strain VP596; C. elegans VP596 Pgst-4::GFP/RFP ratio, 24 h; inhibition, % at 21.8 µM; actives 0.49% (n = 360,000);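 active means interference check ratio from 0.5 to 1.5 plus GFP to RFP signal ratio inhibition reaching or exceeding a fixed threshold, cut at about 30% in these data, passing the limit was not always enough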; further: some compounds called inactive have numbers as strong as hits
FAS-TE inh: FAS thioesterase domain inhibitors, primary screen, biochemical, fluorescence intensity, uHTS. Fatty acid synthase (Homo sapiens), P49327. recombinant FAS-TE, OMFH fluorogenic substrate, fluorescence endpoint. inhibition, % at 15 µM. actives 0.67% (n = 360,000). AID 602261, 2012;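 active means compounds whose normalised, plate-corrected inhibition of enzyme fluorescence in the single-dose primary screen is 50% or more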;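 further: 0% = DMSO with enzyme and 100% = substrate without enzyme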
Neddylation inh: inhibitors of cullin neddylation, primary screen, biochemical, TR-FRET, uHTS, NAE and Ubc12 | NEDD8-conjugating enzyme Ubc12 (Homo sapiens) + NEDD8-activating enzyme E1 regulatory … | calls only at 25 µM | actives 0.58% (n = 360,000) | AID 651699, 2012; in the data active means inhibition above about 36%
* = called active by the depositor; i = inactive; nt = not tested or not shown; & = joins results of further samples.

Values run as follows: NRP1-CendR mod	Rin1 Abl inh	MsrA inhibitor	MT1-MMP act inh	MsrA act	eLon inh	SKN-1 block	FAS-TE inh	Neddylation inh
COC(=O)C1=C(c2ccc(F)cc2OCc2ccccc2)C[C@@H]2CC[C@H]1N2C(=O)NCc1ccc(Br)cc1
  -4	2	1.1	-10	1	6	4	22	i
O=C(Cc1ccccc1)N1CCN(Cc2c[nH]c3ccccc23)CC1
  -4	-1	0.3	3	-3	1	-4	-6	i
COc1ccc(C2C3C=CC(C3)C2C(=O)O)cc1 (stereo unspecified)
  -12	2	-0.4	0	-9	8	1	-10	i
C[N+]1(C)[C@@H]2CC(OC(=O)[C@H](CO)c3ccccc3)C[C@H]1[C@@H]1O[C@@H]12 (stereo partly specified)
  5&6	-2&2	-0.6&1.3	4&-1	-2&-4	-4&-1	-5&-14	-7&-2	i
CC1(C)C(=O)CC[C@@]2(C)C1=CCC1C2CC[C@]2(C)C(=O)CCC12 (stereo partly specified)
  -18	-1	0.4	5	-1	-4	-8	16	i
CNC(=O)NC(O)C(Cl)(Cl)Cl (stereo unspecified)
  -5	-3	-0.6	-1	-1	10	3	-4	i
CC12CCC(=O)CC1CCC1C2C(=O)CC2(C)C1CCC2(C)O (stereo unspecified)
  8	0	-0.6	-1	-4	-12	-4	-8	i
CC(=O)OC1CC2OC3C=C(C)CCC3(C)C1(C)C21CO1 (stereo unspecified)
  7	1	-0.2	-37	-2	4	20	-5	i
CC(=O)Nc1ccccc1C(=O)OCc1ccc(F)cc1
  0	-1	-0.6	1	-1	0	7	-1	i
Cc1cc(C)[n+](CCCC[n+]2c(C)cc(C)cc2C)c(C)c1
  -14	-1	0.2	5	1	4	0	-8	i
O=C1NC(=O)C(=Cc2ccc(-c3ccccc3[N+](=O)[O-])o2)C(=O)N1
  -15	3	1.8	4	-1	3	14	-3	i
O=C1NCN(c2ccccc2)C12CCN(C(c1nnnn1Cc1ccccc1)C1CC1)CC2 (stereo unspecified)
  10	4	-0.3	-4	-2	-13	6	-1	i
O=C1NC(=O)C(=Cc2ccc(N3CCOCC3)cc2)C(=O)N1
  0	1	6.0*	-6	-3	-3	3	-2	i
O=C1NCN(c2ccccc2)C12CCN(C(c1ccccc1OC(F)(F)F)c1nnnn1Cc1ccccc1)CC2 (stereo unspecified)
  5	1	-1.2	-1	-1	-5	9	28	i
Cc1ccc2[nH]c(C)c(CCNCc3cccnc3)c2c1
  8	-1	-1.1	-1	-8	17	5	-9	i
c1ccc(-c2cc(-c3ccccc3)[n+](-c3ccccc3)c(-c3ccccc3)c2)cc1
  4	-1	-0.7	-17	-4	-2	3	-5	i
COC12CCC3(CC1C(C)(O)C(C)(C)C)[C@H]1Cc4ccc(OC5OC(C(=O)O)[C@@H](O)C(O)[C@H]5O)c5c4[C@@]3(CCN1CC1CC1)C2O5 (stereo partly specified)
  -4	0	0.6	-2	-12	-8	2	-8	i
CC12CN3CC(C)(CN(C1)C3c1cccnc1)C2=O (stereo unspecified)
  8	2	0.6	-1	2	4	17	-7	i
COc1ccc(CCNCc2ccncc2)cc1
  3	-1	-0.5	7	-6	8	-4	-8	i
Cc1ccc(N=Cc2c(O)n(-c3ccc(C)cc3)c(=O)[nH]c2=O)cc1
  -5	-1	2.0	-1	-2	-3	25	-6	i
CC(C)n1c(=O)c(C=Nc2ccc(F)cc2)c(O)n(Cc2ccco2)c1=O
  -2	-1	5.7*	-3	-2	-14	1	23	i
C=C(CC1CC(O)[C@]2(C)OC3CC4OC5C[C@]6(C)O[C@]7(C)CCC8OC9C[C@]%10(C)OC%11C(C)=CC(=O)OC%11CC%10OC9C[C@@H](C)C8OC7CC6O[C@]5(C)C/C=C\C4OC3CC2O1)C(=O)O (stereo partly specified)
  9	5	-1.6	8	-1	3	5	-10	i
O=c1[nH]c(=O)n(CCC2=CCCCC2)c(O)c1C=NCCN1CCNCC1
  -97	7	0.8	-12	1	-47	6	-2	i
CCn1c(P(C)(=O)O)nc2ccccc21
  -4	0	0.3	-1	-3	-5	0	-9	i
C[C@]12CCC3[C@@H](CCC4=CC(=O)CC[C@@]43C=O)C1CCC2=O (stereo partly specified)
  6	-2	0.0	3	-9	5	1	-8	i
Cc1cccc(-n2c(O)c(/C=N/Nc3nc4c(c(=O)n(C)c(=O)n4C)n3C)c(=O)[nH]c2=S)c1
  -13	0	1.4	-1	-3	-15	15	-5	i
CC(C)(C)c1nc(NCc2ccc3c(c2)OCO3)c2nnn(Cc3ccccc3Cl)c2n1
  -11	3	1.1	3	-3	-4	-5	10	i
CCCC(=O)NC(Oc1ccc(OC)cc1)C(Cl)(Cl)Cl (stereo unspecified)
  12	2	-0.6	-3	-4	-6	-2	-4	i
Fc1ccc(CCNCc2cccc(Cl)c2)cc1
  -4	3	3.5	4	-5	-7	12	1	i
COC(=O)CC1=C(C(=O)OC)C2(C(=O)N(C)c3ccccc32)C(C#N)=C(N)O1 (stereo unspecified)
  2	2	1.7	2	0	6	-13	-5	i

Part of the list above in order of SMILES length, ascending:
Values run as follows: NRP1-CendR mod	Rin1 Abl inh	MsrA inhibitor	MT1-MMP act inh	MsrA act	eLon inh	SKN-1 block	FAS-TE inh	Neddylation inh
Fc1ccc(CCNCc2cccc(Cl)c2)cc1
  -4	3	3.5	4	-5	-7	12	1	i
Cc1cc(C)[n+](CCCC[n+]2c(C)cc(C)cc2C)c(C)c1
  -14	-1	0.2	5	1	4	0	-8	i
COC(=O)CC1=C(C(=O)OC)C2(C(=O)N(C)c3ccccc32)C(C#N)=C(N)O1 (stereo unspecified)
  2	2	1.7	2	0	6	-13	-5	i

Look-ups from above.
COC12CCC3(CC1C(C)(O)C(C)(C)C)[C@H]1Cc4ccc(OC5OC(C(=O)O)[C@@H](O)C(O)[C@H]5O)c5c4[C@@]3(CCN1CC1CC1)C2O5 (stereo partly specified) in Rin1 Abl inh: 0
CC12CN3CC(C)(CN(C1)C3c1cccnc1)C2=O (stereo unspecified) in MT1-MMP act inh: -1

Later entries
Values run as follows: NRP1-CendR mod	Rin1 Abl inh	MsrA inhibitor	MT1-MMP act inh	MsrA act	eLon inh	SKN-1 block	FAS-TE inh	Neddylation inh
C=CCN1C(=O)C2(C(C(=O)OCC)=C(N)Oc3ccccc32)c2c1c1ccccc1oc2=O (stereo unspecified)
  44*	4	-0.2	nt	-12	1	-10	2	i
COc1ccc(N2C(=O)/C(=C/c3cc(C)n(-c4ccc(C)cn4)c3C)C(=O)NC2=S)c(OC)c1
  -16	1	0.8	-8	-3	-15	8	-7	i
C=C1[C@@H](OC(C)=O)[C@]23C[C@@H]1[C@@H](OC(C)=O)CC2[C@]12C4C[C@H]3[C@H]1N(CC)C[C@]4(C)CC[C@@H]2O (stereo partly specified)
  7	3	0.0	-1	-3	-6	12	28	i
CCOCCc1c(O)[nH]c(=S)[nH]c1=O
  -10	1	-0.9	2	-2	13	5	-3	i
O=C(O)c1[nH]c(=O)[nH]c(=O)c1F
  5	-1	0.6	2	-3	-9	7	-3	i
CCC(=NCc1cccnc1)c1c(O)n(-c2ccc(C)cc2)c(=O)[nH]c1=O
  -3	2	-0.8	-1	-2	2	-6	-3	i
CCC1CN2CCc3cc(OC)c(OC)cc3C2CC1CC1NCCc2c1[nH]c1ccc(O)cc21 (stereo unspecified)
  -10	2	0.7	-39	2	-13	26	-4	i
CCOC(=O)CNC(=O)CNC(=O)C(Cc1ccc(N(CCCl)CCCl)cc1)NC(C)=O (stereo unspecified)
  4	1	1.7	2	-1	-2	-7	-2	i
CCC(C)(C)n1nnnc1C(c1cccs1)N1CC=C(c2ccc(F)cc2)CC1 (stereo unspecified)
  -9	-2	-0.2	-7	-3	-13	-7	27	i
O=C1CC(N2CCC(n3c(=O)[nH]c4ccccc43)CC2)C(=O)N1Cc1ccccc1 (stereo unspecified)
  1	1	-0.1	1	-11	-1	-8	-6	i
Cc1cc2c(cc1C)NP(=S)(c1ccccc1)N2
  -2	-2	-0.7	1	-3	0	9	4	i
CC(=O)OC1CCC2(/C=N/O)C(=CCC3C4CCC(=O)C4(C)CCC32)C1 (stereo unspecified)
  -10	-3	0.2	3	-2	6	14	-2	i
CC[N+](C)(CC)CCCCOc1ccc2c(c1)C(=O)c1cc(OCCCC[N+](C)(CC)CC)ccc1-2
  -3	-25	-1.0	3	0	3	15	-4	i
CN1CCCC2c3ccccc3CCC21 (stereo unspecified)
  -7	-1	-0.8	0	-1	2	-4	-7	i
C[C@@H]1C(=O)O[C@@H]2[C@H](O)C34[C@@H]5OC(=O)C3(O[C@H]3OC(=O)[C@H](O)C34[C@H](C(C)(C)C)[C@H]5O)[C@@]12O (stereo partly specified)
  -1	0	1.0	-4	-11	5	-21	-13	i
COC(=O)C1=C(c2cc3ccccc3s2)C[C@@H]2CC[C@H]1N2C(=O)N1CCC(O)CC1
  -4	-4	-0.3	5	-3	1	8	-10	i
O=C1NC(=O)C(Sc2ccccc2[N+](=O)[O-])C(=O)N1
  9	4	-0.6	-1	1	6	11	-1	i
OCC(Cl)CCl (stereo unspecified)
  8	-1	0.6	-2	1	7	-8	-6	i
CN1CCc2cc3c(cc2[C@H]1[C@@H]1OC(=O)c2c1ccc1c2OCO1)OCO3
  -6	-1	-0.1	1	-1	-4	95	0	i
Cn1c(O)c(C(=NCCc2c[nH]c3ccccc23)c2ccccc2)c(=O)n(C)c1=O
  -17	-1	-0.2	3	-4	13	-13	-8	i
CCn1c(O)c(C(=O)CC2NCCc3ccccc32)c(=O)n(CC)c1=S (stereo unspecified)
  -107	-6	nt	-17	-3	-18	51*	-7	i
COc1ccc(CCNCc2cc(OC)cc(OC)c2)cc1
  -16	4	-1.1	1	3	-8	11	-3	i
c1ccc(C2(NC3=NCCO3)CCCCC2)cc1
  1	0	1.4	-1	-10	-9	-11	-81	i

Retrieved one by one from above (2):
Values run as follows: NRP1-CendR mod	Rin1 Abl inh	MsrA inhibitor	MT1-MMP act inh	MsrA act	eLon inh	SKN-1 block	FAS-TE inh	Neddylation inh
CCC1CN2CCc3cc(OC)c(OC)cc3C2CC1CC1NCCc2c1[nH]c1ccc(O)cc21 (stereo unspecified)
  -10	2	0.7	-39	2	-13	26	-4	i
O=C(O)c1[nH]c(=O)[nH]c(=O)c1F
  5	-1	0.6	2	-3	-9	7	-3	i

An excerpt (hit frequency here may not be typical).
